A-T KAP1 phos – potential ataxia-telangiectasia treatments restoring KAP-1 phosphorylation | […] A-T fibroblasts, KAP-1 phosphorylation AlphaLISA; neocarzinostatin DNA damage 30 min before lysis | Potency, µM (highest dose often 57.5 µM), inactives show top-dose activation, hits mostly activators | 320,000 tested, 0.19% active; further: potency means the concentration at half of the fitted maximal effect; % of control where 0% means no effect; nearly all actives have a fitted effect of over 45% in size
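hTERT-immortalized A-T patient fibroblasts ([…]), 500 cells/well in OPTI-MEM, 1% FBS, got compounds for 60 min, then NCS for 30 min at 37C. Lysates were then assayed for phospho-KAP-1 by AlphaLISA (anti-pKAP1 donor, anti-KAP1 acceptor beads), 6 hr at 25C.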
hERG WT inh – KCNH2 (human, wildtype) channel inhibition | Q12809 | 340,000 tested, 0.37% active | U2OS, BacMam KCNH2, thallium flux FluxOr; stronger effect = lower value | activity change, % at 1.84 µM;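 active means maximum activity change below -70%; inconclusive means maximum activity change between -70% and -50%; inactive means maximum activity change above -50%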; further: on the % scale 0 is the no-effect control and ±100 the full control effect
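U2OS cells were transduced with wild-type KCNH2 virus (2.03 x 10^8 / mL) for 4 h at room temperature, then cultured overnight at 37 C. Thallium flux was read with FluxOr dye. Rate constants were normalized to DMSO controls.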
TCR act – T cell receptor activation; primary human leukocytes, anti-CD3, IL-2 HTRF, 48 h; Potency, µM (doses to about 9.22 µM), for the others: at the top dose activation of IL-2 secretion, actives largely listed as activators; 330,000 tested, under 10 active; AID 504894; further: % of control where 0% means no effect
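Compounds are tested in HTS on primary human leukocytes co-incubated with a-CD3 beads for 48 hr. IL-2 output is measured by time-resolved FRET.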
KCNH2 3.1 inh – blocks the human KCNH2 3.1 channel isoform; U2OS KCNH2 3.1, thallium flux FluxOr; stronger effect = lower value; activity change, % (tested at about 1.8 µM); 340,000 tested, 0.95% active;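 active means maximum activity change below -70%; inconclusive means maximum activity change from -70% to -50%; inactive means maximum activity change above -50%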;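 further: thallium influx rate constant from kinetic fluorescence after stimulation buffer; on the % scale 0 is the no-effect control and ±100 the full control effect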
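We transduce U2OS cells with the mutant 3.1 virus, culture them overnight, load FluxOr with Red40 quencher for 45 min, then add stimulation buffer and read kinetically for 2 min to derive a normalized rate constant.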
TRPV1 ag – agonists of human vanilloid receptor 1 (TRPV1); Q8NER1; TRPV1-expressing cells, Fluo-8 calcium influx, agonist mode; activation, % at 8.33 µM; 320,000 tested, 0.19% active; AID 540275; in the data active means activation above about 80%; inconclusive means between about 30% and that limit; further: 0% is about no effect
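Fluo-8 calcium influx in TRPV1-expressing cells, kinetic read (ex 480/em 520 nm). Compound added and read 3 min for agonist activity, followed by capsaicin at EC20 final and 2 min further read for enhancement.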
USP2a block – inhibitors of human ubiquitin-specific protease USP2a; O75604; USP2 core, Ub-CHOP2 coupled fluorogenic reporter, 485/531; Potency, µM (doses to about 38.3 µM), inactives show at the top dose activity change, negative = inhibition, hits mostly inhibitors; 330,000 tested, 0.01% active; AID 463254;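 further: potency means the concentration at half of the fitted maximal effect; plate controls were DMSO wells for no effect and full inhibition by NEM control for full effect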
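USP2 core (10nM final) preincubated 30min RT with compound in 20mM Tris-HCl pH 8.0, 2mM CaCl2, 2mM beta-mercaptoethanol, 0.05% CHAPS; 25nM Ub-CHOP2 plus 25nM reporter substrate added, fluorescence (Ex485/Em531) read after 60min.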
Mito fusion act – blocks mitochondrial division or promotes mitochondrial fusion | AID 485298 | Potency, µM (titrated, usually from 46.1 µM), inactives show top-dose growth rescue (activation), actives largely listed as activators | S. cerevisiae fusion-defective mutant growth rescue, CellTiterGlo 48 h | 320,000 tested, 0.23% active;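 further: potency means the concentration at half of the fitted maximal effect; % of control where 0% means no effect; nearly all actives have a fitted effect of over 45% in size; temperature-sensitive fusion mutants such as fzo1-1 at 37 °C on non-fermentable ethanol glycerol medium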
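Compounds are tested for their ability to restore growth of mitochondrial fusion-defective yeast strains at non-permissive 37C in YPEG medium over 48 hours. Viability is quantified by luciferase luminescence.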
ELG1 repair inh – inhibitors of ELG1-dependent DNA repair in HEK293T cells | HEK293T ELG1-luciferase reporter, luminescence, 16 h; DNA damage induced by 5-fluorouridine | Potency, µM (highest dose often 46.1 µM), inactives show at the highest dose activity change, negative = inhibition, usual class: inhibitors | 330,000 tested, 2.3% active; further: potency means the concentration at half of the fitted maximal effect; on the % scale 0 is the no-effect control and ±100 the full control effect; nearly all actives have a fitted effect of over 55% in size
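In this reporter screen, reduction of luminescence relative to DMSO vehicle indicated activity. Compounds and 5-fluorouridine were added together to 2,000 cells per well, incubated for 16 hr at 37 °C, then developed with ONE-Glo.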
TSHR antag – human thyrotropin receptor antagonism. P16473. TSHR-expressing cells, TSH-stimulated cAMP HTRF, 2 h; stronger effect = lower value. activity change, negative = inhibition, % at 11.5 µM. 330,000 tested, 0.2% active;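 active means activity change below a set negative limit, meaning inhibition stronger than a set level, cut at about -70% in these data; inconclusive means activity change between two set negative limits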; further: on the % scale 0 is the no-effect control and ±100 the full control effect
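TSHR-expressing cells, 200/well, pre-treated with compound, then stimulated with EC80 TSH (4nM final) for 2 hours at 37 deg C. cAMP measured by competitive HTRF: anti-cAMP cryptate antibody in lysis buffer plus cAMP-d2, read after 30 minutes at room temperature.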
Eya2 inh – blocks the phosphatase activity of human Eya2 | AID 488837 | recombinant Eya2, OMFP fluorescence dephosphorylation (OMFP is methylfluorescein phosphate) | Potency, µM (titrated, usually from 76.9 µM), without a hit: at the highest dose activity, negative = inhibition, hits mostly inhibitors | O00167 | 330,000 tested, 0.006% active; further: potency means the concentration at half of the fitted maximal effect; on the % scale 0 is the no-effect control and ±100 the full control effect
Target sequence (O00167 whole entry, looked up): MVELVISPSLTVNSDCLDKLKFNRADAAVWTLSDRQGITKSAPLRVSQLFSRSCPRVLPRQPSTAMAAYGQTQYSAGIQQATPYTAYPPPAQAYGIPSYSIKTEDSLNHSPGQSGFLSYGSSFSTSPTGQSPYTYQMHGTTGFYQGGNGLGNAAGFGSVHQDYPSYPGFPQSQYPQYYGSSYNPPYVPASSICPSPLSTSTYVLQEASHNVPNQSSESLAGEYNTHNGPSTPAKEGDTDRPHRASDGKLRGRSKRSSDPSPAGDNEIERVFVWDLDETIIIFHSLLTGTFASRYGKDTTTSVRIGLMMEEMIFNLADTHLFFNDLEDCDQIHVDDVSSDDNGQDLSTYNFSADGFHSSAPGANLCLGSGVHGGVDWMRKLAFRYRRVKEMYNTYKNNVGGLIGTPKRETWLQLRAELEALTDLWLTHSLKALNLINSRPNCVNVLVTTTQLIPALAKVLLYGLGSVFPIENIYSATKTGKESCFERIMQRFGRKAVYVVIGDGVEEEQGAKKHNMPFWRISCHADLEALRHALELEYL
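Eya2 protein (added as 0.2 uM solution) was preincubated with compound for 10 min at ambient temperature in 50 mM HEPES pH 7.5, 50 mM NaCl, 5 uM MgCl2, 0.05% BSA, 1 mM DTT. OMFP (added at 50 uM) then reacted 10 min; fluorescence read at 485/525 nm.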
Numbers without * were called inactive; i = inactive; ? = inconclusive; . = no result given; [ ] = another dose, or the depositor's remark. Unless noted, the call rests on the fitted dose curve; in most records, active means well fitted curve in the direction sought with a large enough effect; inconclusive means small, poorly fitted or top-dose-only effect, or another doubt; inactive means no such curve, though single readings can be large; an effect the other way counts as inactive or inconclusive. An excerpt; count on the stated rates, not on these rows.

SMILES	A-T KAP1 phos	hERG WT inh	TCR act	KCNH2 3.1 inh	TRPV1 ag	USP2a block	Mito fusion act	ELG1 repair inh	TSHR antag	Eya2 inh
O=C(Nc1cccc(C(F)(F)F)c1)c1cc2c(s1)-c1ccccc1OC2	27%	-3	1%[46.1 µM]	7	4	5%	11%	1%	-17	-1%
COCc1c(C(=O)OCc2nc(N)nc(Nc3ccccc3C)n2)oc2ccccc12	0%	-3	-5%[46.1 µM]	2	2	5%	19%	9%	2	6%
O=C(O)c1cccc(Cn2cc(Cl)cn2)c1	18%	0	3%	4	3	-1%	0%	-1%	11	1%
O=C(OCC(=O)N1CCOCC1)c1cnc(Cl)c(Cl)c1	-10%	1	3%	25	0	1%	-3%	26%	-14	14%
COc1cc(C)nc(NC(=O)COc2ccc(Cl)cc2C)n1	11%	2	-5%	9	-4	0%	8%	21%	17	17%
O=C(O)c1c(-c2ccccc2)c(-c2ccccc2)nc2ccccc12	0%	0	-4%	11	-2	3%	-2%	6%	9	10%
O=[N+]([O-])c1ccc(O)c(/C=N/Nc2ccccc2[N+](=O)[O-])c1	-5%	-2	0%	10	2	0%	-24%	18µM*	-34	-2%
COc1cccc2sc(NNC(=O)C3COc4ccccc4O3)nc12 (configuration not stated)	-3%	-15	-4%	9	-2	3%	-6%	?	-7	1%
CCS(=O)(=O)Nc1ccc(C2=NN(C(=O)c3ccccc3)C(c3cccs3)C2)cc1 (configuration not stated)	0%	-23	1%	-25	8	0%	13%	16µM*	-2	-18%
COc1ccccc1N(C)S(=O)(=O)c1ccc(C(=O)N(CC(N)=O)C(C)C)cc1	.	7	0%	12	5	-4%	0%	-9%	1	11%
CSc1nc2nccc(-c3ccc4c(c3)OCO4)n2n1	-1%	-3	-6%	8	4	4%	29%	?	0	-14%
CCNC(=O)CN1C(=O)NC2(CCCCCC2)C1=O	.	0	-4%	-1	-1	3%	-3%	-5%	2	-5%
CC(C)C(=O)Nc1cccc(-c2nc3ccccc3o2)c1	-10%	-5	-3%	-6	25	1%	3%	-8%	5	5%
CN(CCCC(=O)NCc1ccc2c(c1)OCO2)S(=O)(=O)c1ccc([N+](=O)[O-])cc1	1%	53	-78%	-9	-7	0%	-1%	0%	23	-2%
Clc1cccc(Cl)c1C1Nc2cccc3cccc(c23)N1	-1%	-6	7%	-97*	18	-1%	-16%	?	-70*	3%
Cc1cc(C)nc(SCC(=O)c2cc3ccccc3oc2=O)n1	.	1	-2%	?	1	-2%	7%	0%	0	-31%
NC(=O)c1cccnc1Nc1ccccc1F	-13%	4	2%[46.1 µM]	7	2	-2%	0%	?	3	4%
CCCCCC(=O)N1CC2(C)CN(C(=O)CCCCC)CC(C)(C1)C2=O	-4%	-4	-5%	6	1	2%	9%	8%	-9	-1%
O=C(c1ccc(-c2nnc(Nc3cccc(Cl)c3)c3ccccc23)cc1)N1C[C@H]2C[C@H](C1)c1cccc(=O)n1C2	-3%	-4	-11%	-11	-3	3%	0%	-24%	5	-10%
Cc1ccc(OCC(=O)c2cc(C)n(C)c2C)c([N+](=O)[O-])n1	-6%	-31	-6%[46.1 µM]	12	-4	1%	3%	?	5	-2%
COCC1OS(=O)(=O)NC(CC(=O)SC(C)(C)C)C1C (configuration not stated)	10%	11	-6%	4	1	3%	-1%	-6%	5	-9%
O=C(N/N=C/c1ccc([N+](=O)[O-])o1)C(O)c1ccccc1 (configuration not stated)	.	2	4%	1	1	-2%	.	?	-2	-27%
CC(C)NC(=O)c1cccc(Cn2cc(Cl)cn2)c1	3%	-8	-4%	-2	3	3%	1%	-11%	-2	-33%
CC(=O)Nc1cccc(NC(=O)c2cc(-c3cccnc3)nc3ccc(Cl)cc23)c1	1%	7	.	2	2	0%	-3%	21µM*	-4	1%
O=C(NCc1cnc2ccccn12)C1CCC(=O)N(Cc2ccccc2F)C1 (configuration not stated)	16%	9	-2%	-1	-6	-2%	0%	7%	-16	4%
Cc1ccc2[nH]c3c(NCc4ccccc4)ncnc3c2c1	-5%	-4	5%	-14	0	-1%	-6%	?	-2	-23%
CCOC(=O)c1ccc(S(=O)(=O)NC2CCCCCCC2)n1C	1%	-16	1%	3	6	-9%	6%	-25%	-2	-6%
COc1ccc(C(=O)N2CCC(C(=O)Nc3ccc(OC)c(OC)c3)CC2)cc1	1%	1	-3%	3	-2	4%	3%	-19%	.	-2%
c1ccc(-c2cn3nc(-c4ccccc4)c(-c4ccccc4)nc3n2)cc1	33%	-20	1%	-20	?	?	2%	6%	-21	52%
CN(C)S(=O)(=O)Nc1ccc(C(=O)O)cc1	-6%	-2	1%	-14	-1	2%	-2%	4%	16	0%
Cc1nnc(NC(=O)CCCN2C(=O)c3ccccc3C2=O)s1	1%	-25	1%	20	0	-1%	-2%	17%	-8	15%
CC(C(=O)N1c2ccc(F)cc2CCC1C)N1C(=O)c2ccccc2C1=O (configuration not stated)	6%	0	-4%	18	-1	0%	-1%	1%	15	-6%
Cc1noc(C)c1CSc1nc2sc(C)c(C)c2c(=O)n1-c1ccccc1	4%	4	0%	-9	?	1%	12%	?	-1	-6%
Cc1ccc(S(=O)(=O)N2CCN(C(=O)c3cc(=O)[nH]c4ccccc34)CC2)c(C)c1	-1%	0	.	6	.	3%	-4%	?	-6	-9%
COCCNC(=O)C(=O)N/N=C/c1cccs1	6%	-10	0%	5	0	1%	2%	-1%	2	-7%
CC(C)(C)C(=O)Nc1c2c(nn1-c1ccc(F)cc1)CSC2	-4%	-16	-5%	17	-3	4%	-9%	20%	3	4%
CCCCCCNS(=O)(=O)c1ccc(Cl)s1	21%	-13	5%	-7	22	0%	2%	7%	-9	-1%
CC(C)(C)NC(=O)Cn1nnc(-c2ccc(S(C)(=O)=O)cc2)n1	3%	0	-1%	-1	-1	1%	0%	4%	-1	1%
Cc1ccc(S(=O)(=O)N(C)c2ccc(N)cc2)cc1	2%	-3	3%	-5	-3	2%	1%	7%	7	-5%
Cc1cc(C)n(CCNC(=O)CCc2nnc(CCc3ccccc3)o2)n1	-2%[11.5 µM]	-5	6%	3	-2	-1%	0%	12%	-5	-1%
CN1CCN(C(=O)c2ccc(Cn3cc(Cl)cn3)o2)CC1	-4%	5	-3%	-16	0	3%	1%	18%	-11	-3%
CC(C)c1nc2ccccc2n1CC(O)COC1CCCCC1 (configuration not stated)	0%	-4	-5%	-4	27	-1%	4%	-15%	-4	0%
Cc1ccc(N/C(C(Cl)=C(Cl)Cl)=C(/Cl)[N+](=O)[O-])c(C)c1	-3%	.	-3%[46.1 µM]	-1	-5	-4%	.	-23%	4	4%
CCN1CCN(c2ccc(S(=O)(=O)N3CCOCC3)cc2NC(=O)c2cc(Cl)nc3ccccc23)CC1	-1%	7	-5%	24	1	1%	2%	19%	2	37%
O=C(Nc1ccc2c(c1)OCO2)NC1(C(F)(F)F)Oc2ccccc2O1	.	6	0%	-25	27	?	-2%	4%	-5	-10%
O=C(Nc1ccc(N2CCOCC2)c(S(=O)(=O)Nc2ccccc2Cl)c1)c1ccccc1	0%	1	1%	-9	?	-1%	?	18µM*	-13	0%
Cc1ccccc1C(=O)N1CCC(C(=O)Nc2ccccn2)CC1	-2%	14	-8%	12	3	1%	3%	-3%	-5	-2%
CC(=O)Nc1ccc(S(=O)(=O)NCCC(=O)OCC(=O)NNC(=O)c2ccccc2)cc1	-9%	4	-3%	0	-5	1%	-10%	18%	-6	0%
CC(O)[C@H]1CNC(=O)C(=O)N1CCCCC1CCCCC1 (some centres not stated)	-5%	-13	-1%	-16	10	0%	-2%	9%	4	-2%
CC(=O)c1c(C)[nH]c(C(=O)NCCc2cccc(C)c2)c1C	-4%	-3	0%	6	?	1%	5%	?	-5	-3%
O=C(/C=C/c1ccccc1)OCCN=C1NS(=O)(=O)c2ccccc21	7%	-1	2%	-7	2	-1%	5%	2%	-22	-1%
O=C(CCc1nnc2ccc(NCc3ccco3)nn12)N1CCN(c2ccccc2)CC1	-1%	1	0%	-3	-2	-2%	1%	?	-5	3%
CCOC1=NN(c2ccccc2)C(=O)/C1=C\N(C)C	5%	-20	-3%	.	-8	-3%	1%	?	27	-22%
O=C(c1cccc(Br)c1)N1CCCc2ccccc21	.	-7	0%	-10	3	-3%	4%	-17%	1	-3%
Cc1nc2cnccc2n1C	1%	i	-2%	-5	1	4%	2%	3%	7	-3%
Cc1cccc(NC(=O)Nc2cccnc2)c1C	2%	-7	-10%	3	9	0%	-2%	4%	-10	0%

Assay outcomes (PubChem)
